# Screening data (PubChem)
# Ecoli WT expand = growth inhibitors of wild-type E. coli, primary screen, strain BW25113, expanded library, OD600 | OD600 absorbance | growth inhibition, % at 100 µM | 98,000 compounds, 0.15% hits | AID 710, 2007;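 active = growth inhibition above about 50% at one test dose, limit read from the data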;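 also: growth measured after 20 h incubation at 37 °C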
# PTK2B oligo ant = antagonists of Pyk2 self-association, primary screen, Q293 cells, FERM NanoBiT luminescence, HTS. stronger effect = lower value. Protein-tyrosine kinase 2-beta (Homo sapiens), Q14289. z-score (the deposit names both 25 µM and 10 µM). 99,000 compounds, 0.83% hits. AID 1347419, 2020;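 active = Z-score of -3 or lower, scaled per plate to the spread of control and sample wells; inactive = z-score above -3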;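 also: negative z-score means lost luminescence so less FERM oligomerization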
# CYP2C19 inhib = blockers of cytochrome P450 2C19 activity – biochemical, luminescence, ADME assay, primary screen. P33261. CYP2C19 Supersomes, luciferin-H EGE luminescence, 30 min. inhibition, % at 5 µM. 96,000 compounds, 21% hits. AID 778, 2007;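 active = CYP2C19 inhibition above a set limit at 5 µM in the primary screen, cut at about 50% in these data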;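 also: plate controls were negative control wells for no effect and 2.5 mM tranylcypromine positive control for full effect; values of inactives mirror those of a sister screen read the other way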
# CYP2C9 inhib = blockers of cytochrome P450 2C9 activity – biochemical, luminescence, ADME assay, primary screen | P11712 | CYP2C9 Supersomes, luciferin-H conversion | inhibition, % at 5 µM | 96,000 compounds, 20% hits | AID 777, 2007;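 active = blocking of liver enzyme CYP2C9 beyond about 50% at 5 µM, limit read from the data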; also: values of inactives mirror those of a sister screen read the other way
# Target sequence (P11712 whole entry, looked up): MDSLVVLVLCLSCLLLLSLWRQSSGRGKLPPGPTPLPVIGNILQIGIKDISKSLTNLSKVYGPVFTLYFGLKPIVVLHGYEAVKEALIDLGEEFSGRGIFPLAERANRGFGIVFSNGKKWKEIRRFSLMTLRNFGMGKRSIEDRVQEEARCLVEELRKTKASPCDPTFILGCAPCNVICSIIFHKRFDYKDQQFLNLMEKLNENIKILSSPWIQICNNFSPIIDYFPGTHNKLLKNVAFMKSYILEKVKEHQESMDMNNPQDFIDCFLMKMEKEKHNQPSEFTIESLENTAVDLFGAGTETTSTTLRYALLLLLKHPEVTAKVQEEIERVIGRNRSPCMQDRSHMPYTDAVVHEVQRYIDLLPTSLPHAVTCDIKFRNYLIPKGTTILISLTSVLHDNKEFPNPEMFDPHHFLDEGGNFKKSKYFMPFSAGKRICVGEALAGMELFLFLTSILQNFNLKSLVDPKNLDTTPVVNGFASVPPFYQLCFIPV
# PostGolgi yeast = phenotypic screen on post-Golgi transport, primary screen | post-Golgi transport phenotypic cell assay | inhibition, % at 10 µM | 98,000 compounds, 0.9% hits | AID 739, 2007; in the data active = inhibition above about 30%;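 also: yeast cells grown in 1536-well plates; yeast grown about 18 h at 30C before absorbance read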
# PLAP act = PLAP enzyme activators, biochemical, luminescence, HTS; Alkaline phosphatase, placental type (Homo sapiens), P05187; purified PLAP enzyme, luminescent substrate read-out; stronger effect = higher value; activation fold at 20 µM; 96,000 compounds, 1.2% hits; in the data active = activation fold above about 2
# Target sequence (P05187 whole entry, looked up): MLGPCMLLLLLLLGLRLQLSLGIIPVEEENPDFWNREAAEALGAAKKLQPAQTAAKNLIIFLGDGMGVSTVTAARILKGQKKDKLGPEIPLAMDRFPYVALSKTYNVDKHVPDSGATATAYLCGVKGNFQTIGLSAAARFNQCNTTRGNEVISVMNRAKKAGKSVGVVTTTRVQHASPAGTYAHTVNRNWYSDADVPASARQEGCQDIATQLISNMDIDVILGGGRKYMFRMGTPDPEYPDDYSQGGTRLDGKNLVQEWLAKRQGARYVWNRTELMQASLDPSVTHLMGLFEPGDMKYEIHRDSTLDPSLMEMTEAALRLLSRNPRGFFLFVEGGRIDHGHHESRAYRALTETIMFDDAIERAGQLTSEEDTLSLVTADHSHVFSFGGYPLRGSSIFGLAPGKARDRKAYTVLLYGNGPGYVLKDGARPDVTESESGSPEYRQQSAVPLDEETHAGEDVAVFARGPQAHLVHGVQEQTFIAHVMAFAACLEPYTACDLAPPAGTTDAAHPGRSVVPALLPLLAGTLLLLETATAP
# CYP2C19 act = human CYP2C19 activators, primary screen, biochemical, luminescence. recombinant CYP2C19, luciferin-H EGE luminescence; stronger effect = higher value; 0 = fully inhibited enzyme, 1 = untreated enzyme. activation factor at 5 µM. 96,000 tested, under 10 active;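 active = activation factor of at least 2 at 5 µM in the primary screen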;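 also: 0 = wells with 2.5 mM tranylcypromine and 1 = vehicle-only wells; values of inactives mirror those of a sister screen read the other way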
# CYP2C9 activ = human CYP2C9 activators, primary screen, biochemical, luminescence; Cytochrome P450 2C9 (Homo sapiens), P11712; recombinant CYP2C9, luciferin-H conversion; stronger effect = higher value; factor 1 = untreated enzyme, 0 = blocked; activation factor at 5 µM; 96,000 compounds, 1.4% hits;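 active = activation factor of 2 or more for CYP2C9 at a 5 µM dose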;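 also: 0 = sulfaphenazole-blocked wells and 1 = vehicle-only wells; values of inactives mirror those of a sister screen read the other way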
# EphB4 antag = EphB4-ephrin-B2 interaction antagonists, primary screen, biochemical, TNYL-RAW peptide probe, fluorescence polarization; AID 720, 2007; EphB4 LBD / TNYL-RAW-Alexa532 peptide; 97,000 compounds, 0.15% hits; Ephrin type-B receptor 4 (Homo sapiens), P54760; inhibition, % at 7 µM;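 active = inhibition above the screen-wide mean inhibition plus 3 SD, cut at about 15% in these data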;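 also: 0% = DMSO wells and 100% = excess unlabeled TNYL-RAW peptide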
# * hit, by the source's call; x = not tested or not shown. Rows are unselected; about 31% have a hit in one of these screens.
SMILES,Ecoli WT expand,PTK2B oligo ant,CYP2C19 inhib,CYP2C9 inhib,PostGolgi yeast,PLAP act,CYP2C19 act,CYP2C9 activ,EphB4 antag
COc1ccc(N/N=C(\C=N\O)C(=O)c2ccc(OC)cc2)cc1,-5.0,-1.32,74.8*,88.2*,8.3,0.9,0.3,0.1,7.0
O=C(O)c1cccc(COCC(F)(F)C(F)F)c1,-6.0,0.32,-13.3,-2.7,-3.6,1,1.1,1,6.3
Cc1cc2cc(C(c3nnnn3CC3CCCO3)N3CCCc4ccccc43)c(=O)[nH]c2cc1C (stereo not drawn),-9.0,0.5,16.3,34.6,4.1,1.8,0.8,0.7,-1.1
O=C(Nc1ccnc(-c2cccnc2)n1)c1ccc(Cl)c(Cl)c1,2.0,-0.01,24.8,41.3,1.6,0.9,0.8,0.6,5.8
CC1CCc2nn(CC(=O)NCc3ccc4c(c3)OCO4)cc2C1 (stereo not drawn),2.0,x,5.4,39.7,2.1,0.9,0.9,0.6,x
CCC(=O)NS(=O)(=O)c1cccnc1Nc1ccccc1Cl,3.0,1.26,8.5,69.1*,-5.0,1.1,0.9,0.3,-3.0
O=C(Nc1ccc(N2CCN(C(=O)c3ccco3)CC2)cc1)C(c1ccccc1)c1ccccc1,-15.0,-0.44,86.0*,61.1*,-0.9,2.5*,0.1,0.4,-0.8
CN1/C(=C\C(=O)Nc2cccnc2)c2ccccc2CC1(C)C,-4.0,0.23,x,x,-5.0,x,x,x,2.9
COc1ccc(-n2ncc3c(N4CCC(C(N)=O)CC4)ncnc32)cc1,-8.0,-0.23,x,x,-10.1,x,x,x,0.9
O=C(NCCN1CCOCC1)c1cn(CCc2ccccc2)nn1,3.0,-0.09,4.2,-26.7,18.5,0.9,1,1.3,-2.5
O=C(Nc1cccc(F)c1)C1CC(=O)N(c2ccc(Br)cc2)C1 (stereo not drawn),8.0,0.68,62.8*,62.6*,-1.8,1,0.4,0.4,-4.8
O=C(Nc1ccc2nc(-c3ccco3)[nH]c2c1)c1cccs1,-7.0,-0.53,x,x,0.8,x,x,x,-1.4
COc1ccc(N2C(=O)CC(N3CCOCC3)C2=O)cc1 (stereo not drawn),-9.0,-0.15,-11.5,-5.0,-2.5,0.9,1.1,1.1,x
CCOC(=O)c1cnc2ccc(OCC)cc2c1N1CCN(c2ccccc2)CC1,-16.0,-2.07,21.3,69.1*,8.7,1.2,0.8,0.3,-4.4
O=C(Cn1cccc1)N1CCc2ccccc21,9.0,2.46,7.4,-0.8,-5.8,1,0.9,1,14.7
COc1ccc(-c2nc(CCNS(=O)(=O)c3ccc4c(c3)OCCO4)cs2)cc1,-27.0,x,98.4*,79.5*,-0.7,1.5,0,0.2,-6.3
COc1cc(CNCCC2CCOC(C)(C)C2)ccc1O (stereo not drawn),9.0,-0.4,3.5,4.8,4.9,1.1,1,1,-9.8
c1ccc(OCCOc2ccccc2-c2nnco2)cc1,2.0,0.49,90.6*,75.3*,-5.7,0.7,0.1,0.2,-1.1
COc1cccc(/C=C/C(=O)c2c(O)cc(C)oc2=O)c1O,5.0,-0.31,3.9,4.8,1.3,0.8,1,1,-3.1
COc1cc(C(=S)N2CCCC2)ccc1O,-5.0,0.52,88.4*,-61.3,15.1,1,0.1,1.6,-2.4

# Reprinted from above for reference:
SMILES,Ecoli WT expand,PTK2B oligo ant,CYP2C19 inhib,CYP2C9 inhib,PostGolgi yeast,PLAP act,CYP2C19 act,CYP2C9 activ,EphB4 antag
Cc1cc2cc(C(c3nnnn3CC3CCCO3)N3CCCc4ccccc43)c(=O)[nH]c2cc1C (stereo not drawn),-9.0,0.5,16.3,34.6,4.1,1.8,0.8,0.7,-1.1
O=C(Nc1ccnc(-c2cccnc2)n1)c1ccc(Cl)c(Cl)c1,2.0,-0.01,24.8,41.3,1.6,0.9,0.8,0.6,5.8
CC1CCc2nn(CC(=O)NCc3ccc4c(c3)OCO4)cc2C1 (stereo not drawn),2.0,x,5.4,39.7,2.1,0.9,0.9,0.6,x
CCC(=O)NS(=O)(=O)c1cccnc1Nc1ccccc1Cl,3.0,1.26,8.5,69.1*,-5.0,1.1,0.9,0.3,-3.0
O=C(Nc1ccc(N2CCN(C(=O)c3ccco3)CC2)cc1)C(c1ccccc1)c1ccccc1,-15.0,-0.44,86.0*,61.1*,-0.9,2.5*,0.1,0.4,-0.8
CN1/C(=C\C(=O)Nc2cccnc2)c2ccccc2CC1(C)C,-4.0,0.23,x,x,-5.0,x,x,x,2.9
COc1ccc(-n2ncc3c(N4CCC(C(N)=O)CC4)ncnc32)cc1,-8.0,-0.23,x,x,-10.1,x,x,x,0.9
O=C(NCCN1CCOCC1)c1cn(CCc2ccccc2)nn1,3.0,-0.09,4.2,-26.7,18.5,0.9,1,1.3,-2.5
O=C(Nc1cccc(F)c1)C1CC(=O)N(c2ccc(Br)cc2)C1 (stereo not drawn),8.0,0.68,62.8*,62.6*,-1.8,1,0.4,0.4,-4.8
O=C(Nc1ccc2nc(-c3ccco3)[nH]c2c1)c1cccs1,-7.0,-0.53,x,x,0.8,x,x,x,-1.4
COc1ccc(N2C(=O)CC(N3CCOCC3)C2=O)cc1 (stereo not drawn),-9.0,-0.15,-11.5,-5.0,-2.5,0.9,1.1,1.1,x
CCOC(=O)c1cnc2ccc(OCC)cc2c1N1CCN(c2ccccc2)CC1,-16.0,-2.07,21.3,69.1*,8.7,1.2,0.8,0.3,-4.4

# Later entries.
SMILES,Ecoli WT expand,PTK2B oligo ant,CYP2C19 inhib,CYP2C9 inhib,PostGolgi yeast,PLAP act,CYP2C19 act,CYP2C9 activ,EphB4 antag
COc1ccc(NC(=O)Nc2cc(C)ccc2OC)cc1,1.0,-1.33,94.9*,38.6,-10.2,0.9,0.1,0.6,-3.2
CC(N=Cc1ccccc1O)c1ccccc1 (stereo not drawn),8.0,1.86,5.3,-0.4,3.9,1.3,0.9,1,1.2
CCOC(=O)c1cc(CN2CCOCC2)oc1-c1ccccc1,-6.0,0.34,25.7,22.0,-0.2,1.5,0.7,0.8,-8.7
O=C(/C=C(\c1ccc(Cl)cc1)n1cncn1)c1ccc(Cl)cc1,-7.0,-1.78,89.7*,7.8,-2.1,0.9,0.1,0.9,8.7
Clc1ccc(N2CCN(c3cnc4ccccc4n3)CC2)cc1,-9.0,1.35,2.1,8.6,-2.3,1.1,1,0.9,-8.4
CC(Sc1ccc(Br)cc1)C(N)=O (stereo not drawn),13.0,2.17,4.7,-2.8,-0.8,0.8,1,1,-3.1
CCSc1nc(=O)n(-c2ccccc2)c(C)c1C(C)=O,5.0,0.68,4.0,-5.9,7.1,1,1,1.1,-2.9
O=C(NC1CCCCC1)[C@H](O)[C@@H](O)C(=O)NC1CCCCC1,6.0,-0.89,27.2,3.4,-9.0,1.2,0.7,1,-0.4
COCC(C)NC(=O)c1noc2c1CCc1cc(OC)ccc1-2 (stereo not drawn),-9.0,0.34,1.6,-36.1,3.9,1.2,1,1.4,x
CC(C)C(NC(=O)COc1ccc2ccccc2c1)C(=O)N/N=C/C=C/c1ccccc1 (stereo not drawn),-9.0,1.12,19.3,39.5,-0.8,1.3,0.8,0.6,-2.7
Cc1cc(NC(=O)CN2CCN(c3ccc(O)cc3)CC2)no1,9.0,-0.49,-0.8,-3.1,0.5,1.1,1,1,-2.5
COc1ccc(-c2cc(C(=O)O)[nH]n2)cc1OC,-3.0,1.57,-1.6,4.1,2.0,0.9,1,1,7.2
CC1(C)Nc2ccccc2N(CC(=O)N2CCCCC2)C1=O,3.0,1.11,-3.8,13.4,-3.5,0.9,1,0.9,-5.5
O=C(CSc1nc2ccccc2o1)Nc1ccccc1N1CCCCCC1,-5.0,0.13,x,x,3.4,1,x,x,-5.8
COc1ccccc1OCC(=O)Nc1cccc(C(=O)N2CCOCC2)c1,2.0,0.72,-0.8,16.8,7.9,1.4,1,0.8,1.2
O=S1(=O)C=CC(Nc2ccccc2)C1 (stereo not drawn),-2.0,0.93,-4.2,-1.8,2.2,1,1,1,-7.9
CCC(C)(C)NC(=O)C(c1cccn1C)N(Cc1ccccc1)C(=O)Cn1nnc2ccccc21 (stereo not drawn),-5.0,0.02,3.8,-0.8,-1.0,1.1,1,1,3.7
COC(=O)C1Cc2c([nH]c3ccccc23)CN1 (stereo not drawn),6.0,-0.35,71.1*,-9.2,16.3,1,0.3,1.1,-6.5
CC(NC(=O)OCc1ccccc1)C(=O)NCC1CCCO1 (stereo not drawn),7.0,0.43,-6.7,-43.6,-19.6,1.1,1.1,1.4,5.2
Cc1ccsc1C(=O)OCC(=O)Nc1sccc1C(N)=O,-6.0,-0.94,25.1,27.5,-5.0,1,0.7,0.7,0.0
O=C(NCC1CCCO1)c1cccs1 (stereo not drawn),8.0,1.07,-0.4,-1.3,10.9,0.9,1,1,-1.4
C=CCN1N=C(c2ccc(Cl)s2)CSC1=O,3.0,0.56,72.5*,38.8,0.8,1,0.3,0.6,-1.5
Cc1cc(C)c2nc(-c3ccccn3)cc(C(=O)NCc3ccco3)c2c1,-8.0,0.07,-2.1,0.4,1.2,1,1,1,-1.0
COc1ccc(Cc2nnc(SCC(=O)c3ccccc3)o2)cc1,-6.0,0.31,77.4*,78.6*,7.7,1.6,0.2,0.2,-2.2
CCOC(=O)c1c(NC(=O)CSc2nnnn2-c2ccc(OC)cc2)sc(C)c1C,-4.0,0.47,23.7,32.2,0.3,1,0.8,0.7,-5.1
CC1=C(C(=O)Nc2ccccc2)C(c2ccncc2)C(C#N)=C(SCC(=O)Nc2ccccc2)N1 (stereo not drawn),-9.0,0.88,83.6*,80.2*,4.0,1,0.2,0.2,0.1
COC(=O)C1C(O)=C(C=NC2CCCCC2)C(=O)CC1(C)C (stereo not drawn),-4.0,-0.32,31.4,35.1,-3.3,1.4,0.7,0.6,3.9
O=C(O)C1CC(c2ccccc2F)=NO1 (stereo not drawn),8.0,1.95,1.1,-1.2,-2.0,1,1,1,-0.8
COc1cc(NC(=O)CCCC(=O)OCC(F)(F)C(F)F)nc(OC)n1,1.0,1.56,75.8*,-32.2,-1.4,1.2,0.2,1.3,-7.2
CCCCC1CCC(C(=O)Nc2ccccc2)CC1 (stereo not drawn),-11.0,-0.06,6.7,40.9,18.4,0.9,0.9,0.6,-10.6
Cc1ccc2[nH]c(=O)c(CN(CCCO)S(=O)(=O)c3cccc4nsnc34)cc2c1,-1.0,1.11,46.0,88.5*,6.5,1.5,0.5,0.1,-0.4
CCOC(=O)CC(=O)CSc1[nH]c(=O)cc(C)c1C#N,-13.0,-0.12,14.2,25.7,-3.6,1.1,0.9,0.7,-6.6
